Tat transport – inhibitors of E. coli Tat protein transport. E. coli MC4100 TorA-mCherry Tat export, fluorescence. inhibition, % at 10 µM. actives 0.036% (n = 340,000);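 active = mean replicate inhibition at least 50% and at least half of replicates individually reaching 50%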;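 also: exported cargo escapes ClpAP degradation while cytoplasmic cargo is degraded and loses fluorescence; 0% = median of neutral control wells and 100% = median of NaSCN control wells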
OPRM1-OPRD1 inv – inverse agonists of human mu-delta opioid receptor heterodimerization. P35372+P41143. cell-based MOR-DOR heterodimer luminescence, inverse agonism. inhibition, % at 9.3 µM. actives 0.21% (n = 340,000); in the data active = inhibition above about 22%, passing the limit was not always enough;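 also: 0% = cells with DMSO and 100% = wells without cells with DMSO; values of inactives mirror those of a sister screen read the other way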
PKA-R2B activ – activates the human PKA-R2B holoenzyme complex. AID 504700. PKA-R2B holoenzyme dissociation, Cy5-IP20 fluorescence polarization; R2B truncated from residue 108, S112A mutant; 0% DMSO only, 100% 113 µM cGMP. P22694+P31323. activation, % at 11.4 µM. actives 0.079% (n = 340,000);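 active = activation above a cutoff set at the mean over all compounds plus 3 SD, cut at about 18% in these data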;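 also: higher means more holoenzyme dissociation and a rise in polarization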
Target sequence (P31323 whole entry, looked up, other chains not shown, the tested form may be a part): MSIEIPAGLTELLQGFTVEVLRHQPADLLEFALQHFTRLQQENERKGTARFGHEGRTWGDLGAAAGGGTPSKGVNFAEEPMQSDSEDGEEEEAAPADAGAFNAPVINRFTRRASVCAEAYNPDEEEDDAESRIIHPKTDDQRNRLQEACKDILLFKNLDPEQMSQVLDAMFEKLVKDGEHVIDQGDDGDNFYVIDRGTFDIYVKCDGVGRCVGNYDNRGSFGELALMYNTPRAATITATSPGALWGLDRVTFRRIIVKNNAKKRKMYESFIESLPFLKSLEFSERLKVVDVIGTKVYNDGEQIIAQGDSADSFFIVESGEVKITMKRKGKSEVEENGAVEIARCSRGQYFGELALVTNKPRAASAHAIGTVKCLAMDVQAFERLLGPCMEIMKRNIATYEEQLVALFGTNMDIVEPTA
Ecoli viability – reduces bacterial viability in AddAB counter-screen. E. coli V3065 growth, OD600 absorbance, 18 h. actives 0.27% (n = 330,000). AID 449728. inhibition, % at 11.9 µM;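 active = inhibition above the campaign's mean inhibition across all tested compounds plus 3 SD, cut at about 9.9% in these data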;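 also: uninfected addAB+ strain grown without phage in ampicillin broth; 0% = DMSO wells and 100% = ciprofloxacin 0.95 µg/ml wells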
SUMO Mot1 rescue – inhibitors of SUMOylation pathway: yeast Mot1-301 growth rescue. S. cerevisiae Mot1-301 growth rescue, ATP luminescence, 38.5C; percent above DMSO median, 100 means doubled. growth rescue, % at 18.8 µM. actives 1% (n = 320,000). AID 2716;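 active = every valid replicate shows activation above 250% relative to neutral control wells; inactive = the rest, any valid replicate at or below 250%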;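 also: OY570 slx delta 5 strain wells were the positive control but not used for scaling; some compounds called inactive have numbers as strong as hits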
PKA-R1A act – activates the PKA-R1A holoenzyme complex; P00514+P68181; PKA-R1A dissociation, Cy5-IP20 fluorescence polarization; scaled: DMSO 0%, 113 µM cGMP 100%; activation, % at 11.4 µM; actives 0.083% (n = 340,000); AID 504707;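 active = percent activation above the mean of all tested compounds plus 3 SD, cut at about 19% in these data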;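 also: higher means more PKAc released from R1A so a rise in polarization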
PfHsp90 yeast 2 – reduces growth (ATP signal) of yeast expressing P. falciparum Hsp90; S. cerevisiae expressing PfHsp90, BacTiter-Glo ATP, 48 h; yeast lacking PDR1 and PDR3 efflux regulators; inhibition, % at 9.4 µM; actives 0.32% (n = 310,000);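 active = every replicate shows inhibition above about 80%, whatever the replicate mean, limit read from the data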;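 also: 0% = DMSO neutral controls and 100% = 20 µM radicicol positive controls; yeast relying on Plasmodium falciparum Hsp90 in place of its own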
phage Ecoli inh – E. coli growth loss with phage present. inhibition, % at 11.9 µM. actives 0.26% (n = 360,000). AID 651602. growth absorbance; in the data active = inhibition above about 11%
OPRM1-OPRD1 ag – agonists of human mu-delta opioid receptor heterodimerization; actives 0.3% (n = 340,000); cells, OPRM1-OPRD1 heterodimerization, luminescence; AID 504326; activation, % at 9.3 µM; in the data active = activation above about 18%;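 also: 0% = vehicle-treated cells and 100% = reference agonist; values of inactives mirror those of a sister screen read the other way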
HTR5A inv ag – HTR5A inverse agonism, opioid heterodimer counter-screen; inhibition, % at 9.3 µM; AID 504634; HTR5A cell line, luminescence; actives 0.083% (n = 340,000); P47898; in the data active = inhibition mostly above about 23%, no sharp cut-off; inactive = mostly below about 18%;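 also: 0% = cells with DMSO and 100% = no-cell wells with DMSO; some compounds called inactive have numbers as strong as hits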
Target sequence (P47898 whole entry, looked up): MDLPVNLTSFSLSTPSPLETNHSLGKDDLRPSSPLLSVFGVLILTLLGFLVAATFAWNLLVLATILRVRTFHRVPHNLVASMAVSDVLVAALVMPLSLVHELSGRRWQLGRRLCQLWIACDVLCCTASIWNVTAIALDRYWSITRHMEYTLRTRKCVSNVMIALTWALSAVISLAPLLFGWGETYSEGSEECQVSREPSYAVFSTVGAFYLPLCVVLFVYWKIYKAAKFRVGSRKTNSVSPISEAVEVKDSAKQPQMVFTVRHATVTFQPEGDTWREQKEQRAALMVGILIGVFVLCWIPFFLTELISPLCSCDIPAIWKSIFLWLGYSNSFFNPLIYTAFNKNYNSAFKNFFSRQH
AddAB inh – less growth of phage-infected E. coli with AddAB; inhibition, % at 11.9 µM; actives 0.29% (n = 330,000); E. coli expressing H. pylori AddAB, absorbance growth; in the data active = inhibition above about 12%;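 also: 0% = vehicle wells of infected cells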
Starred values were filed as active, the others as inactive; / = not tested or not shown.

SMILES	Tat transport	OPRM1-OPRD1 inv	PKA-R2B activ	Ecoli viability	SUMO Mot1 rescue	PKA-R1A act	PfHsp90 yeast 2	phage Ecoli inh	OPRM1-OPRD1 ag	HTR5A inv ag	AddAB inh
Cc1cc(=O)oc2c(C)c(OCC(=O)N3CCN(c4ccccc4)CC3)ccc12	3	-2	-4	-0.4	132	-3	5	-4.0	0.3	-21	0.8
Cc1[nH]nc(SCC(=O)N2CCC(C)CC2)c1[N+](=O)[O-]	-3	15	-1	-2.6	/	-8	/	3.6	-2.8	0	1.8
O=C(O)C1(P(=O)(c2ccc(Cl)cc2)c2ccc(Cl)cc2)CCCC1	0	12	-5	1.7	-14	-18	-18	3.3	-1.8	0	2.3
C=CCSc1nc2c(c(=O)[nH]c(=O)n2C)n1Cc1ccc(C)cc1	0	12	3	-0.8	33	2	-7	2.2	-2.0	17	-2.3
CCOC(=O)c1c(NC(=O)CSc2nnc(Cc3ccccc3)o2)sc(C(C)=O)c1C	6	3	-7	-0.1	-5	-11	23	0.7	-0.6	16	0.9
COC(=O)N1[C@H](C)C=C[C@]1(Cc1ccccc1)C(=O)OC	4	12	3	-2.2	0	-12	-16	-7.8	-2.2	-19	1.5
Cc1cc(C)c(NC(=O)COC(=O)CCc2ccc(S(=O)(=O)N3CCCCC3)cc2)c(C)c1	0	-3	6	-1.3	1	-10	15	3.3	0.4	-12	-2.4
CC(C)c1ccc2c(c1)C1(NN=C(c3ccccc3)S1)C(=O)N2 (stereo not given)	-7	-12	-16	0.2	-15	-4	-156	-1.9	2.1	-33	0.7
CN(C)S(=O)(=O)c1cc(NC(=O)CNCCN2CCOCC2)ccc1Cl	-4	11	-13	-0.8	2	-13	3	3.6	-2.2	19	-2.4
CC(C)COc1ccc(CN=C(N)N=C(N)N)cc1Cl	3	10	-4	-1.1	-11	10	2	4.4	-2.0	-12	1.8
Cn1cc(C(=O)NCCN2CCN(c3cccc(Cl)c3)CC2)c2c3ccccc3n(C)c2c1=O	15	4	-9	-0.8	-9	10	-47	1.8	-0.8	-8	0.2
N#Cc1c(-c2ccc(Cl)cc2)n(O)c2ccccc12	-21	-30	-1	/	/	-1	6	/	5.9	-5	/
NS(=O)(=O)c1ccc(CCNC(=O)CSc2ccc(Cl)cc2Cl)cc1	4	3	-6	0.7	2	-5	-8	0.0	-0.6	-25	1.0
CCOC(=O)c1ccc(NC(=O)NC(C)C2CCCO2)cc1 (stereo not given)	-1	18	1	-3.7	-8	-8	/	0.5	-3.9	2	-1.1
Cn1c(=O)n(C)c2cc([N+](=O)[O-])c(N3CCN(C(=O)c4ccc(Cl)cc4)CC3)cc21	3	-2	2	-1.4	20	-1	/	3.5	0.4	12	-1.1
CC(C)CCNC(=O)C(=O)Nc1ccccc1	5	11	-4	2.2	1	2	-13	2.0	-2.4	7	4.2
Cc1coc2c1c(C)cc1oc(=O)c(CC(=O)NCC(=O)N[C@H](C(=O)O)C(C)C)c(C)c12	2	11	-6	-2.3	18	-4	6	-0.2	-2.2	-16	1.0
COc1ccc(S(=O)(=O)N2CCCN(CC(=O)C(C)(C)C)CC2)cc1	-2	-2	-6	0.8	8	-3	-13	1.9	0.4	-6	1.3
O=S(=O)(c1ccccc1)N1CCN(S(=O)(=O)N2CCCCC2)CC1	-7	0	-5	-1.6	-11	-1	20	1.9	0.1	-44	-0.7
O=C1C=C(N2CCCCCC2)C(=O)N1c1ccc(Cl)cc1	8	-20	-4	/	5	-7	-42	3.4	4.5	9	/
COc1cc(C=O)ccc1OC(=O)c1ccncc1	-2	1	-1	-1.2	-10	-5	10	4.8	-0.1	-13	-0.8
CCCCC(=O)NNC(=S)NC(=O)CCC	-17	24	-5	-2.3	-17	-2	-22	-3.2	-4.0	16	-1.3
O=S(=O)(c1c(F)cccc1F)C1CCN(S(=O)(=O)c2ccc3c(c2)OCCO3)CC1	22	5	-1	-1.7	10	-7	-6	1.9	-0.9	3	1.6
CC(=O)c1ccccc1OC(=O)c1c(F)cccc1F	11	-5	-2	2.6	-9	11	12	3.4	0.9	-28	-0.3
O=C(O)c1ccccc1C(=O)NNc1ccc(Cl)cc1	1	39*	7	0.0	177	7	-9	2.2	-6.7	-10	4.0
Cc1nc2ccc(C(=O)N/N=C/c3cc([N+](=O)[O-])ccc3O)cc2[nH]1	-2	15	0	17*	12	10	-4	17*	-2.3	-3	19*
CC1CCN(C(=O)c2ccc(COc3ccccc3Cl)o2)CC1	0	-14	-14	0.8	7	-16	-15	2.2	2.5	-20	-1.1
Cc1ccc(N2C(=O)C3C(c4ccccc4)N4CCCN4C3(C)C2=O)cc1 (stereo not given)	26	6	2	-2.1	-7	-2	9	-0.4	-1.1	-10	1.2
COc1ccccc1NC(=O)C1CCCN(S(=O)(=O)c2ccc3[nH]c(=O)ccc3c2)C1 (stereo not given)	-9	13	-10	-2.3	-3	-12	/	0.9	-2.6	-5	4.5
Cc1cc(Nc2ccc(Cl)cc2)nc(NCc2ccccc2)n1	-9	-55	-6	5.3	-10	-9	15	4.0	12	23	2.7
COC(=O)c1cc(NC(=O)CN(c2ccc3c(c2)OCO3)S(C)(=O)=O)ccc1Cl	-11	5	-5	0.4	-24	-2	1	3.7	-0.8	-8	1.7
COc1ccc(-c2ccc3oc(-c4ccsc4)cc(=O)c3c2)cc1F	-1	16	-1	0.2	-4	-11	-23	0.1	-3.5	-6	0.9
O=C(CNS(=O)(=O)c1ccccc1)N/N=C\c1ccc(Cl)cc1	-6	8	1	1.1	-2	-7	-8	-1.8	-1.5	-4	3.3
COc1ccc(S(=O)(=O)N2CCN(C3CCN(Cc4ccccc4)CC3)CC2)cc1	0	3	0	-0.5	196	-6	9	1.0	-0.8	-18	2.2
OCC[C@@H]1C[C@@H](O)[C@H](O)[C@]2(CCc3ccccc3O2)O1	-10	11	-10	3.1	1	-4	15	4.6	-2.0	5	5.2
O=C(/C=C/c1ccc2c(c1)OCO2)NCc1ccncc1	9	13	-2	-2.1	-3	-3	9	-0.5	-2.6	-7	-0.4
COc1ccc(S(=O)(=O)N2CCCCCC2)cc1C(=O)OCc1c(C)noc1C	3	5	-3	1.1	3	5	-7	2.0	-1.0	-9	1.2
Cc1ccc(NC(=O)c2ccc3c(c2)OCO3)cc1Cl	-9	5	6	-0.2	7	-4	-4	2.9	-1.0	-8	1.5
COC(=O)c1ccc(Nc2cc(C)nc(-c3ccccc3O)n2)cc1	6	-4	-8	2.2	-16	-17	3	2.4	0.8	2	1.9
Cn1c(=O)n(C)c2cc(NC(=O)CSc3nc4ccccc4c(=O)[nH]3)ccc21	2	4	0	-1.4	-6	-2	15	1.5	-0.5	3	2.7
COc1ccc(C2=CC(=O)C[C@H](c3ccc4c(c3)OCO4)C2)cc1	7	7	-9	3.0	-4	5	-190	/	-1.2	1	5.0
CCCC(C(=O)NC(C)(C)C)N(C(=O)c1snc(C(N)=O)c1N)c1ccc2c(c1)OCCO2 (stereo not given)	-1	18	-5	0.8	443	-3	22	3.9	-3.4	-8	2.8
O=C(CC(c1ccccc1)c1ccccc1O)NCCc1ccccc1 (stereo not given)	-1	12	-16	2.5	-14	-13	-16	2.0	-2.6	-18	0.4
COc1ccc(C2=NCCn3c2c2ccc(C(F)(F)F)cc2[n+]3[O-])cc1	3	9	-2	0.3	-12	1	-4	2.0	-1.7	-17	5.0
O=S(=O)(NCc1c(Cl)cccc1Oc1ccccc1)c1ccccc1	9	-20	-7	1.9	29	1	-35	2.2	3.7	1	0.9
O=C(O)CC(Cc1ccc(Cl)cc1)C(=O)NCc1ccccc1 (stereo not given)	5	16	-4	3.0	20	3	19	3.8	-3.5	0	4.1
CCc1cc(Br)ccc1NC(=S)NCCc1ccccc1	2	-32	2	/	16	8	-6	4.4	6.1	12	/
O=C(CCC(=O)N1CCOc2ccccc21)Nc1ccccc1Cl	1	12	3	-0.3	19	-2	15	3.0	-2.0	-22	-0.5
COc1cc(C2CC(=O)N(CC(=O)NCC3CCCO3)c3ccccc3S2)cc(OC)c1OC (stereo not given)	-7	24	-2	-2.4	-10	-6	10	2.4	-4.9	-6	0.3
CCOC(=O)C1CCN(C(=O)CSc2cc(=O)n(CC)c3ccccc23)CC1	-4	-3	0	1.4	-10	-5	/	-0.3	0.5	-5	-1.3

Full records, looked up by structure.
`CCc1cc(Br)ccc1NC(=S)NCCc1ccccc1` is entered as Tat transport: 2; OPRM1-OPRD1 inv: -32; PKA-R2B activ: 2; Ecoli viability: /; SUMO Mot1 rescue: 16; PKA-R1A act: 8; PfHsp90 yeast 2: -6; phage Ecoli inh: 4.4; OPRM1-OPRD1 ag: 6.1; HTR5A inv ag: 12; AddAB inh: /
`COc1cc(C2CC(=O)N(CC(=O)NCC3CCCO3)c3ccccc3S2)cc(OC)c1OC` (stereo not given) is entered as Tat transport: -7; OPRM1-OPRD1 inv: 24; PKA-R2B activ: -2; Ecoli viability: -2.4; SUMO Mot1 rescue: -10; PKA-R1A act: -6; PfHsp90 yeast 2: 10; phage Ecoli inh: 2.4; OPRM1-OPRD1 ag: -4.9; HTR5A inv ag: -6; AddAB inh: 0.3

Next records follow.
SMILES	Tat transport	OPRM1-OPRD1 inv	PKA-R2B activ	Ecoli viability	SUMO Mot1 rescue	PKA-R1A act	PfHsp90 yeast 2	phage Ecoli inh	OPRM1-OPRD1 ag	HTR5A inv ag	AddAB inh
CC1CCCC(NC(=O)C2CCN(S(=O)(=O)N3CCC4(CC3)OCCO4)CC2)C1C (stereo not given)	5	10	-1	2.3	-11	8	-24	-0.3	-1.8	-3	1.3
CS(=O)(=O)N1CCN(C(=O)Cc2ccc([N+](=O)[O-])cc2)CC1	-7	15	-9	1.1	-3	-6	-18	-0.9	-2.7	7	-1.0
CCc1sc(C(=O)NC)cc1Br	1	-6	-4	1.0	-8	5	18	0.4	1.2	-2	1.1
CCC(C)NC(=O)C1CCN(S(=O)(=O)c2ccc3[nH]c(=O)ccc3c2)CC1 (stereo not given)	1	10	1	-3.1	-17	3	-1	3.2	-2.1	9	4.0

Arranged by number of heavy atoms (ascending): part of the list above
SMILES	Tat transport	OPRM1-OPRD1 inv	PKA-R2B activ	Ecoli viability	SUMO Mot1 rescue	PKA-R1A act	PfHsp90 yeast 2	phage Ecoli inh	OPRM1-OPRD1 ag	HTR5A inv ag	AddAB inh
CCc1sc(C(=O)NC)cc1Br	1	-6	-4	1.0	-8	5	18	0.4	1.2	-2	1.1
CC1CCCC(NC(=O)C2CCN(S(=O)(=O)N3CCC4(CC3)OCCO4)CC2)C1C (stereo not given)	5	10	-1	2.3	-11	8	-24	-0.3	-1.8	-3	1.3
COc1cc(C2CC(=O)N(CC(=O)NCC3CCCO3)c3ccccc3S2)cc(OC)c1OC (stereo not given)	-7	24	-2	-2.4	-10	-6	10	2.4	-4.9	-6	0.3

Bioassay records deposited in PubChem BioAssay by several laboratories.
